Bioassay records deposited in PubChem BioAssay by National Center for Advancing Translational Sciences (NCATS).
p53 reactivation: re-activators of mutant p53. H1299 p53-A138V BP100-luciferase reporter, luminescence, 24 h. Potency, µM (highest dose often 92.2 µM), without a hit: at the top dose activity change, positive = activation, most hits filed as activators. 0.063% of 320,000 active. AID 504706; also: potency is read from the fitted curve at half-maximal effect; % of control where 0% means no effect; nearly all actives have a fitted effect of over 45% in size
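H1299 (p53-null), stable ts p53-A138V + BP100-Luc; 1000 cells/well, Opti-MEM/10% FBS; cpd 4 pt, 1:5; 24 h, 37 deg C, 5% CO2; detection reagent 10 min RT; luminescence.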
Giardia kill: kills Giardia lamblia; Giardia lamblia trophozoite viability; activity change, % at 7.66 µM, hits read low; 0.15% of 340,000 active; AID 540267; in the data active = activity change below about -80%; inconclusive = between about -30% and that limit;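 also: parasites exposed to compound for two days anaerobically before the ATP read; % is scaled to controls: 0 for no effect and ±100 for the full control effect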
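Media and compound were dispensed first, then trophozoites at 100 cells/well; plates sat 48 hrs at 37 deg C without oxygen before ATP luminescence reagent was added and read after 15-30 min at room temperature.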
FLuc counter: firefly luciferase modulation, counter-screen for miR-21 project | P08659 | purified FLuc, Km substrates, luminescence inhibition | Potency, µM (doses to about 57.5 µM), for inactives: at the highest dose activity change, negative = inhibition, usual class: inhibitors | 6.9% of 360,000 active | AID 588342;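 also: potency is read from the fitted curve at half-maximal effect; plate controls were vehicle for no effect and reference inhibitor for full effect; nearly all actives have a fitted effect of over 55% in size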
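Biochemical qHTS of compounds, final roughly 60 µM downward over six points, against 10 nM purified firefly luciferase using Km concentrations of substrates (10 uM D-luciferin, 10 uM ATP) in Tris acetate pH 7.5 buffer; luminescence output.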
PKM2 activator: PKM2 (human) enzyme activation | Potency, µM (doses to about 57.5 µM), without a hit: at the highest dose activation, most hits filed as activators | 0.34% of 260,000 active | AID 1631 | P14618 | purified PKM2, Kinase-Glo ATP luminescence, activation; response scale: 0% is enzyme alone, no compound; also: potency is read from the fitted curve at half-maximal effect; % is scaled to controls: 0 for no effect and ±100 for the full control effect; nearly all actives have a fitted effect of over 55% in size
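Purified hPK-M2 (>95% pure) converted ADP (0.1 mM final) to ATP with 0.5 mM PEP in 50 mM imidazole pH7.2, KCl, MgCl2, Tween 20, BSA; 1 h at room temperature. ATP detected by Kinase-Glo luminescence.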
NPC1 promoter act: activates the NPC1 promoter | Huh7 NPC1 promoter luciferase reporter, 24 h | 2.4% of 320,000 active | Potency, µM (series often up to 9.22 µM), without a hit: top-dose activation, usual class: activators;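 also: potency is read from the fitted curve at half-maximal effect; % of control where 0% means no effect; nearly all actives have a fitted effect of over 60% in size; reporter is driven by a mutant NPC1 promoter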
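Stably transfected Huh7 (NPC1 promoter→luciferase), 1500 cells/well in Opti-MEM + 10% FBS, 2 h settle, then compound 24 h at 37 °C. Luminescence after 10 min with Amplite reagent.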
Menin MLL FP TR: menin-MLL binding inhibition, Texas Red mutant peptide. O00255. Menin + Texas Red MLL mutant peptide, fluorescence polarization. Potency, µM (doses to about 61.6 µM), inactives show at the top dose FP activity change, negative = inhibition, hits mostly inhibitors. 0.23% of 270,000 active. AID 1768; active = well fitted inhibition curve with a large enough effect in the polarisation, with a control signal flat, not every such curve was filed as active; inconclusive = small, poorly fitted or top-dose-only effect, or effect the other way, or a change in a side signal; inactive = no such curve, though single readings can be large or run the other way; the % refers to the polarisation; also: potency is read from the fitted curve at half-maximal effect; % of control where 0% means no effect; many of its hits are not listed in these tables
Target sequence (O00255 whole entry, looked up): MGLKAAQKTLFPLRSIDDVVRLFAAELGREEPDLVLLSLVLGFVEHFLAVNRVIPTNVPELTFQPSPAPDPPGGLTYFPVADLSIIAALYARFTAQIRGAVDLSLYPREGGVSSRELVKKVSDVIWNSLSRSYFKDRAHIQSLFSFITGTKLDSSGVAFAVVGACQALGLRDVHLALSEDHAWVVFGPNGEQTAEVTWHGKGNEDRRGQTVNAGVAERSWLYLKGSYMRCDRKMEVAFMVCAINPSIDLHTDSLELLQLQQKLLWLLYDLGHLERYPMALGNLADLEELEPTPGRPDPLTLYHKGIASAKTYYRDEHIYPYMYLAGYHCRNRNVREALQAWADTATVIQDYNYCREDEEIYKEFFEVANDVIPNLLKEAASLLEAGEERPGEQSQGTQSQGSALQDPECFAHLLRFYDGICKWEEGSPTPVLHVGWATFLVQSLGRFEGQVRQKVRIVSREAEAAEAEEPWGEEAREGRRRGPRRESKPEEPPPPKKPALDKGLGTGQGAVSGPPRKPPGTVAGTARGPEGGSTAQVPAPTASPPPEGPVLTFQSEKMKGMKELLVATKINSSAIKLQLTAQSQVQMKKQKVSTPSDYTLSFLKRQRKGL
BRCA1 expr act: increases BRCA1 expression; MCF7-BRCA1-FFLuc reporter, luminescence, 48 h; response scale: scaled: vehicle 0%, 10 µM genistein 100%; Potency, µM (titrated, usually from 46.1 µM), for inactives: at the highest dose activation, hits mostly activators; 1.1% of 380,000 active; AID 624202; also: potency is read from the fitted curve at half-maximal effect; nearly all actives have a fitted effect of over 80% in size; some results filed as inactive show a strong effect at the top dose
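48 h compound treatment of MCF7-BRCA1-FFLuc cells (phenol-red free MEM, 37 °C), then 15 min with luciferase substrate and luminescence imaging.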
Gal4-VP16 FLuc: inhibits Gal4-VP16 luciferase reporter, ROR gamma counter-screen. Potency, µM (series often up to 53.6 µM), inactives show top-dose activity, negative = inhibition, hits mostly inhibitors. Drosophila S2 Gal4-VP16 UAS-luciferase, luminescence, 20 h. 3.5% of 310,000 active;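 also: Gal4-VP16 expression switched on by copper sulfate through the metallothionein promoter; potency is read from the fitted curve at half-maximal effect; % is scaled to controls: 0 for no effect and ±100 for the full control effect; nearly all actives have a fitted effect of over 50% in size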
Rab9 promoter act: activates the Rab9 promoter; Huh7 Rab9 promoter-luciferase reporter, luminescence, 24 h; Potency, µM (doses to about 9.22 µM), for the others: top-dose activation, negative = inhibition, usual class: activators; 2.8% of 320,000 active; AID 485297; also: potency is read from the fitted curve at half-maximal effect; % of control where 0% means no effect; nearly all actives have a fitted effect of over 60% in size
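Stable Rab9-luc Huh7, 1500 cells/well, 2 h settle; cmpd in DMSO, 24 h, 37 °C/5% CO2; luciferase reagent 10 min RT; luminescence.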
RORgamma inh: blocks mouse ROR gamma transcriptional activity | 5.4% of 310,000 active | Potency, µM (doses to about 53.6 µM), for inactives: at the highest dose activity change, negative = inhibition, usual class: inhibitors | Drosophila S2 Gal4-RORgamma UAS-luciferase reporter, 20 h | AID 2551 | P51450; also: potency is read from the fitted curve at half-maximal effect; % is scaled to controls: 0 for no effect and ±100 for the full control effect; nearly all actives have a fitted effect of over 60% in size
Target sequence (P51450 whole entry, looked up, the tested form may be a part): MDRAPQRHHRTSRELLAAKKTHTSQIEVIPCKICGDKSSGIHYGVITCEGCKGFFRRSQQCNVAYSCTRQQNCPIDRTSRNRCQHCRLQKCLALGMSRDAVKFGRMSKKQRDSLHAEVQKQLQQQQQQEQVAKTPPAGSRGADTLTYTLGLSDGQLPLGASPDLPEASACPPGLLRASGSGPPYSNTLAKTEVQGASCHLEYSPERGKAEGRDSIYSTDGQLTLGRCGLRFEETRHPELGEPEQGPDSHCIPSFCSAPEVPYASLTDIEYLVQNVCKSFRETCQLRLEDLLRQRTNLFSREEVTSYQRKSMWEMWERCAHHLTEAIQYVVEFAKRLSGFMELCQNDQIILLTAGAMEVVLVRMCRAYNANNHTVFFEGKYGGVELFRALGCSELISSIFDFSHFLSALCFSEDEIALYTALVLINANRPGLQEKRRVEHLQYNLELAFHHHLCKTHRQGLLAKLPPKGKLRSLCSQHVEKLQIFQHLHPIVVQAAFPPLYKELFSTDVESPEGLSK
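Using a luciferase readout, inhibitors were identified by reduced reporter activity in Drosophila cells coexpressing a copper-inducible Gal4–ROR gamma fusion and UAS-driven Photinus luciferase, incubated 20 hr after 700 uM copper sulfate.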
ELG1 genotox: induces genotoxicity in HEK293T cells with luciferase-tagged ELG1. HEK293T ELG1-luciferase reporter, luminescence, 16 h. Potency, µM (doses to about 46 µM), without a hit: at the highest dose activity change, positive = activation, usual class: activators. 1.3% of 330,000 active. AID 504466; also: potency is read from the fitted curve at half-maximal effect; % of control where 0% means no effect; nearly all actives have a fitted effect of over 60% in size
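Genotoxic stress is detected as increased luminescence from luciferase-tagged ELG1 in HEK293T cells, measured with ONE-Glo after a 16 hr treatment at 37 °C.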
* = called active by the depositor; ? = inconclusive; . = no result given; [ ] = remark or other dose. Unless noted, calls follow the shape of the dose curve; as a rule, active = well fitted curve in the direction sought with a large enough effect; inconclusive = small, poorly fitted or top-dose-only effect, or another doubt; inactive = no such curve, though single readings can be large; an effect the other way counts as inactive or inconclusive.

A first look, two compounds:
SMILES | p53 reactivation | Giardia kill | FLuc counter | PKM2 activator | NPC1 promoter act | Menin MLL FP TR | BRCA1 expr act | Gal4-VP16 FLuc | Rab9 promoter act | RORgamma inh | ELG1 genotox
COc1cc(C(=O)OCC(=O)N2CCCCC2C)ccc1OCc1c(C)noc1C (configuration not stated) | -2% | 11 | -3% | -7% | -3% | -25% | -10% | 6% | 3% | 9% | -1%
CCCn1c(N)c(N(CCOC)C(=O)c2ccc(F)cc2F)c(=O)[nH]c1=O | -2% | 9 | 0% | . | -1% | -8% | 50% | 7% | 0% | -16% | -3%

The listing, repeating the preview:
SMILES | p53 reactivation | Giardia kill | FLuc counter | PKM2 activator | NPC1 promoter act | Menin MLL FP TR | BRCA1 expr act | Gal4-VP16 FLuc | Rab9 promoter act | RORgamma inh | ELG1 genotox
COc1cc(C(=O)OCC(=O)N2CCCCC2C)ccc1OCc1c(C)noc1C (configuration not stated) | -2% | 11 | -3% | -7% | -3% | -25% | -10% | 6% | 3% | 9% | -1%
CCCn1c(N)c(N(CCOC)C(=O)c2ccc(F)cc2F)c(=O)[nH]c1=O | -2% | 9 | 0% | . | -1% | -8% | 50% | 7% | 0% | -16% | -3%
COc1ccc(O)c(/C=N/NC(=O)c2c(C)nnn2-c2nonc2N)c1 | -2% | 0 | -2% | 1% | -38%[inhibitor] | 3% | -55% | ? | -18% | 11µM* | 1%
CC(NC(=O)/C(=C/c1cccc([N+](=O)[O-])c1)NC(=O)c1ccco1)C(=O)O (configuration not stated) | 4% | 6 | 0% | 1% | -1% | -7% | -15% | -1% | -8% | -10% | 0%
CC(C)CC(C(=O)NC(C)(C)C)N(Cc1cccs1)C(=O)c1snc(C(N)=O)c1N (configuration not stated) | 8% | 9 | -1% | 4% | -7% | -2% | -28% | 6% | -5% | 17% | -3%
C=CCn1c(SCC)nc2sc3c(c2c1=O)CCc1ccccc1-3 | -6% | -4 | 2% | 4% | -7% | -23% | -45% | 4% | -3% | -11% | -1%
O=C(Nc1ccccn1)c1csc2c1CCCC2 | 1% | -4 | 6.7µM* | 2% | ? | 9% | 45% | ? | 1.8µM* | -26% | 7.3µM*
Cc1cc(NC(=O)c2c(-c3c(F)cccc3Cl)noc2C)no1 | 2% | -11 | -1% | 10% | 1% | . | -2% | 0% | 0% | -6% | -5%
CCNC(=O)c1ccccc1-c1nc(-c2ccccc2OC)no1 | -3% | 2 | ? | 4% | 2% | . | -41% | -14% | 1% | -12% | -10%
CSc1cccc(NC(=O)CCNC(=O)c2ccco2)c1 | 0% | -12 | 2% | 2% | -1% | 7% | 15% | ? | 0% | -1% | 2%
Fc1ccc(Cn2nnnc2CN2CCN(C3CCCCC3)CC2)cc1 | 5% | 11 | 0% | 2% | 1% | ? | -4% | -4% | -2% | 2% | 3%
CCN(CC)CCN1C(=O)C(=O)/C(=C(/O)c2ccc(C)cc2)C1c1cccnc1 (configuration not stated) | 4% | -9 | -3% | 1% | -4% | . | 9% | 7% | -4% | 20% | -3%
COc1cc(C(Nc2ccccn2)c2ccc3ccc(C)nc3c2O)cc(OC)c1O (configuration not stated) | -30%[inhibitor] | -5 | ? | 20% | -6% | -15% | -99%[inhibitor] | 13µM* | -16% | 7.1µM* | 3%
CCOc1ccc(S(=O)(=O)NCCC(=O)N2CCC(Cc3ccccc3)CC2)cc1 | 15% | ? | 3% | 0% | -6% | . | -22% | -17% | -4% | 19% | -16%
Cc1ccccc1OCC(=O)OCC(=O)NC1CCCCCC1 | 1% | 15 | -2% | . | 12% | . | -6% | . | -1% | . | 3%
CC1CCc2c(nc3ncnn3c2N2CCN(c3ccccc3F)CC2)C1 (configuration not stated) | -15% | -8 | 4% | -1% | -3% | -1% | -24% | -4% | -13% | 8% | -2%
CC1CCN(C(=O)c2cccc(NC(=O)c3cccs3)c2)CC1 | -2% | -2 | -11% | -2% | -1% | ? | 1% | 8% | 0% | 28% | -7%
COc1ccccc1NC(=S)NCCc1ccc(S(N)(=O)=O)cc1 | -4% | 2 | 0% | 0% | -2% | 1% | -22% | -10% | -5% | -18% | -8%
COc1ccccc1C(=O)Nc1ccccc1N1CCN(C(=O)c2ccc(Cl)cc2)CC1 | -16% | 31[activator] | -4% | 0% | -9% | . | -46% | -10% | -1% | 0% | -10%
O=C(Nc1cc(C(F)(F)F)ccc1Cl)C(Sc1n[nH]c(=O)[nH]c1=O)c1ccccc1 (configuration not stated) | 5% | 9 | 3% | 3% | 1% | . | -7% | 1% | 2% | 21% | 0%
Cc1ccccc1NC(=O)Cc1nc(COC(=O)c2ccc([N+](=O)[O-])cc2)cs1 | 4% | 3 | 11% | . | 3% | . | -1% | . | -5% | . | 2%
Cc1ccnc2nc(C(=O)Nc3nc4ccccc4s3)nn12 | 20% | -16 | 11µM* | -5% | 1µM* | . | 22% | ? | 2.8µM* | -31% | ?
CC1CCCCC1NC(=O)Cn1ncc2ccccc21 (configuration not stated) | -3% | 26 | 2% | -3% | -6% | -1% | -6% | 26% | 2% | -30% | -15%
Cc1ccccc1S(=O)(=O)N(CC(O)CN1CCCCC1)c1ccccc1 (configuration not stated) | 6% | -23 | 4% | . | -1% | . | 0% | -3% | 9% | 14% | 1%
Nc1nc(-c2cccc(NS(=O)(=O)c3ccccc3)c2)cs1 | -10% | 26 | 0% | 17% | 2% | ? | -1% | 18µM* | -1% | ? | 0%
CCc1nnc(NCC(=O)N2CCc3ccccc32)s1 | 14% | -14 | 3% | 0% | 0% | ? | -63% | 6% | 1% | -19% | -1%
CCCCCCn1c(N2CCCC2)nc2c1c(=O)[nH]c(=O)n2C | -1% | -6 | -2% | . | -2% | ? | -31% | 8% | -3% | 29% | 11%
O=C(N/C(=C/c1ccc(Br)cc1)c1nc2ccccc2[nH]1)c1ccco1 | -2% | 7 | 0% | 0% | 11% | . | -1% | 5% | 3% | -20% | 12%
CCN(CC)S(=O)(=O)c1ccc(OC)c(NC(=O)OCc2ccccc2)c1 | -3% | -4 | 8% | . | -3% | . | -18% | 0% | 0% | 19% | -7%
CCn1c2ccccc2c2cc(NC(=O)CSc3nnc(-c4ccccc4)o3)ccc21 | -7% | -16 | 0% | -1% | -6% | . | -17% | -21% | -5% | -1% | -2%

Given as a markdown table: 2 of the compounds above
| mol | p53 reactivation | Giardia kill | FLuc counter | PKM2 activator | NPC1 promoter act | Menin MLL FP TR | BRCA1 expr act | Gal4-VP16 FLuc | Rab9 promoter act | RORgamma inh | ELG1 genotox |
| --- | --- | --- | --- | --- | --- | --- | --- | --- | --- | --- | --- |
| CCn1c2ccccc2c2cc(NC(=O)CSc3nnc(-c4ccccc4)o3)ccc21 | -7% | -16 | 0% | -1% | -6% | . | -17% | -21% | -5% | -1% | -2% |
| Cc1ccnc2nc(C(=O)Nc3nc4ccccc4s3)nn12 | 20% | -16 | 11µM* | -5% | 1µM* | . | 22% | ? | 2.8µM* | -31% | ? |

(listing goes on)
SMILES | p53 reactivation | Giardia kill | FLuc counter | PKM2 activator | NPC1 promoter act | Menin MLL FP TR | BRCA1 expr act | Gal4-VP16 FLuc | Rab9 promoter act | RORgamma inh | ELG1 genotox
O=C(NCc1ccc2c(c1)OCO2)c1ccc(CSCc2ccc(Cl)cc2)o1 | -2% | -2 | 4% | 6% | -4% | 0% | 4% | 5% | -8% | 39% | -4%
O=C(Cn1cnc2c(nnn2-c2cccc(F)c2)c1=O)Nc1ccc2c(c1)OCCO2 | -6% | -19 | 0% | -2% | -2% | ? | -22% | -18% | -2% | -17% | ?
CC(=O)c1ccc(-c2cccc(-c3cc(=O)oc4ccc(C(C)(C)C)cc34)c2)cc1 | 16% | 11 | . | . | . | -2% | -33% | 9% | . | -2% | 0%
CC(=O)N1c2ccc(S(=O)(=O)N3CCC(C(=O)Nc4cccc(Cl)c4)CC3)cc2CC1C (configuration not stated) | -11% | 6 | 0% | . | -37%[inhibitor] | 47%[activator] | -12% | 11µM* | -28% | -31% | -2%[9.26 µM]
CC(=O)Nc1ccc(NC(C)=O)s1 | 2% | -13 | 0% | ? | -3% | -17% | -31% | 1% | 1% | 0% | -7%
CC1CCCN(C2=C(NS(=O)(=O)c3ccc(Br)cc3)C(=O)c3ccccc3C2=O)C1 (configuration not stated) | . | 10 | ? | -5% | 5% | -14% | 0% | ? | 8% | -24% | 0%
O=C(c1ccco1)N1CCN(S(=O)(=O)/C=C/c2ccccc2)CC1 | 1% | 3 | -5% | -8% | 2% | 2% | -3% | 8% | -1% | -1% | 2%

These rows are one share of the data. The share of hits here may be higher or lower than overall.
